Screening results (PubChem BioAssay)
ERa coact inh = ER-alpha (human) coactivator binding inhibition; P03372; TR-FRET ER-alpha LBD / SRC-1 peptide, estradiol-bound; inhibition, % at 25.6 µM; 1.7% of 86,000 active; in the data active means inhibition above about 50%;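 further: 0% = receptor plus peptide control and 100% = peptide only without receptor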
Target sequence (P03372 whole entry, looked up, the tested form may be a part): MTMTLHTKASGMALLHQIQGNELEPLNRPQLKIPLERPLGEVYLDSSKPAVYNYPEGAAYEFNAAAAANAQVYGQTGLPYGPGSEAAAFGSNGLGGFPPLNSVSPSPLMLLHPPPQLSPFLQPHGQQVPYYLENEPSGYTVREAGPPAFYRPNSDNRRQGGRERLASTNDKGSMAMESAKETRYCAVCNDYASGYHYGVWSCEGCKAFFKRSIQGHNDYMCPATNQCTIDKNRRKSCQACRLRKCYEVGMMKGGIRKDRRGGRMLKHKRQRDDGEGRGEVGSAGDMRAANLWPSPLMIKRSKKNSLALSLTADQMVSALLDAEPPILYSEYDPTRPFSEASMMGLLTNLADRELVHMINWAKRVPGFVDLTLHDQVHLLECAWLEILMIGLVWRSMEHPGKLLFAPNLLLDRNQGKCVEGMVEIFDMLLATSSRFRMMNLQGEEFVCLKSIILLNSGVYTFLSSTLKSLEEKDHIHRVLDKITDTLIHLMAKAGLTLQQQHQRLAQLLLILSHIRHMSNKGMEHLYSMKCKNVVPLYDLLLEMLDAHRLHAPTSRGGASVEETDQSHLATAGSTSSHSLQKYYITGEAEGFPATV
Fibroblast inh = blocks proliferation of human lung fibroblasts; viability, % at 10 µM; AID 719; LL 47 human lung fibroblast viability, ATP luminescence; active compounds read low; 1.1% of 85,000 active;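 active means viability at or below 50% in the single dose screen; inactive means viability above 50%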;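 further: compound exposure lasted 72 h before the ATP readout; 100% = median luminescence of untreated cell-only wells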
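Test system: LL 47 human lung fibroblasts / Quantity: 1,150 cells in each well / Medium: IMEM growth medium with 15% fetal bovine serum / Incubation: 72 h compound exposure at 37 °C after overnight plating / Detection: CellTiter-Glo luminescence measuring cellular ATP / Read-out: % viability versus median cells-only luminescence / Benchmarks: cell-only wells, no compound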
ERa coact pot = enhances coactivator binding to human estrogen receptor alpha; P03372; TR-FRET ERalpha-LBD/SRC-Cy5 coactivator binding, 2 h; 100 = basal binding, no effect; coactivator binding (% of control), % at 25.6 µM; 1.3% of 86,000 active; in the data active means activity above about 200%;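 further: binding measured in presence of low estradiol as agonist stimulus; 0% = peptide alone without receptor and 100% = receptor with peptide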
sEH activator = soluble epoxide hydrolase (human) activation. P34913. purified human sEH enzymatic activity, activator screen. activation, % at 2 µM. 0.04% of 91,000 active. AID 717; in the data active means activation above about 37%; further: values of inactives mirror those of a sister screen read the other way
HUVEC inhibit = blocks proliferation of human endothelial cells | viability, % at 10 µM (by protocol) | HUVEC proliferation, CellTiter-Glo luminescence, 72 h; active compounds read low | AID 648 | 1.1% of 86,000 active;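 active means viability at or below 30%; inactive means viability above 30%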;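 further: 100% = median luminescence of DMSO-only cell control wells on each plate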
Calb biofilm kill = kills Candida albicans biofilms. C. albicans biofilm + clotrimazole, Alamar Blue. inhibition, % at 6 µM. 0.14% of 85,000 active. AID 834;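 active means inhibition above 20%; inactive means inhibition below 20%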;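 further: preformed 24 hr biofilms exposed to compound for 48 hr; 0% = biofilm without compound and 100% = blank killed by clotrimazole plus chlorhexidine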
H69AR inhibit = blocks growth of human H69AR lung tumor cells | AID 598 | 6% of 85,000 active | viability, % at 10 µM | H69AR lung tumor viability, ATP luminescence, 72 h; active compounds read low;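 active means viability at or below 40%; inactive means viability above 40%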;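 further: multidrug resistant small cell line overexpressing MRP-1 efflux transporter; 100% = mean luminescence of untreated control wells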
ERb coact inh = ER-beta (human) coactivator binding inhibition. 1.3% of 86,000 active. Q92731. inhibition, % at 25.6 µM. TR-FRET ER-beta LBD / SRC1-Cy5 peptide binding; receptor agonist-loaded with 1 µM estradiol;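 active means compounds whose percent inhibition of the receptor-coactivator binding signal exceeds about 50% in the single-dose screen, limit read from the data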;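 further: 0% = receptor plus peptide wells without compound and 100% = peptide-only wells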
Target sequence (Q92731 whole entry, looked up, the tested form may be a part): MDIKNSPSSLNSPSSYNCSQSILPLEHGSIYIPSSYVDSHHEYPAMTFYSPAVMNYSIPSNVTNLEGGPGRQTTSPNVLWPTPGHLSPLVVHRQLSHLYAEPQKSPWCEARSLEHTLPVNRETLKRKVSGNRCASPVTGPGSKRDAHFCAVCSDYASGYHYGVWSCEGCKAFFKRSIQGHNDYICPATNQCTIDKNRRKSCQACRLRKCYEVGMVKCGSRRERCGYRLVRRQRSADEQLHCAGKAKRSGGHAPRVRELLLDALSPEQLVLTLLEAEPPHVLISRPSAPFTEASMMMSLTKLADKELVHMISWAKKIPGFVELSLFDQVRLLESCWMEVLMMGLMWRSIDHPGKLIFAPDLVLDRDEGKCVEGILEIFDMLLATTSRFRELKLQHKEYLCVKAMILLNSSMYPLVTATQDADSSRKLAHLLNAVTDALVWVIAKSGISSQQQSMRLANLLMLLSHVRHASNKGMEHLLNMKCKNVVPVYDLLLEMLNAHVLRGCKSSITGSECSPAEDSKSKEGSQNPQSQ
Smad3 FoxH1 inh = inhibitors of human Smad3 transcription factor binding; P84022; TR-FRET Smad3/Dy647-FoxH1 peptide binding, europium anti-His; inhibition, % at 25 µM; 0.29% of 88,000 active; AID 630;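 active means compounds that reduce the energy-transfer binding signal between the protein and its labelled peptide by more than half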;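 further: 0% = Smad3 plus labelled peptide maximal FRET and 100% = peptide-only background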
An asterisk follows results filed as active; . = not tested or not shown; [ ] = dose if it differs, or a comment. An excerpt. The share of hits here may be higher or lower than overall.

SMILES	ERa coact inh	Fibroblast inh	ERa coact pot	sEH activator	HUVEC inhibit	Calb biofilm kill	H69AR inhibit	ERb coact inh	Smad3 FoxH1 inh
CCOC(=O)CCCNC(=O)COC(=O)c1cccc(C)c1O	0	105	108[fluorescence artefact?]	.	116	8	91	2[fluorescence artefact?]	1
CC(=O)Nc1cccc(C(=O)OCc2ccccc2)c1	-14	95	107	21	87	7	94	-9	6
Cc1cnc(C)c(N2CCC(C(=O)NCc3ccco3)CC2)n1	-2	114	104	-16	92	-5	95	-20	-18
Cc1cc(C(=O)NC(C)C)on1	-19	96	107	-4	92	1	92	-11	-5
CCC(=O)N(CC)c1nc(-c2cc(OC)ccc2OC)cs1	2	94	101	-1	109	0	104	14	-10
COc1ccc(OC)c(NC(=O)CSc2nnc(C)n2Cc2ccccc2)c1	-6	96	142	7	98	2	87	-4[fluorescence artefact?]	11
Cc1cc(C)c2c(n1)nn1c(NCCCN3CCOCC3)cc(C)nc21	0	95	97	-13	92	8	84	8[fluorescence artefact?]	-7
CC1(C)CC(=O)C2=C(C1)Nc1ccccc1NC2c1nc2ccccc2[nH]1 (stereo not drawn)	1	95	131	2	102	9	102	-3	14
O=C(COC(=O)CNC(=O)c1ccc(Br)o1)Nc1ccc2c(c1)OCCO2	11	99	84	-16	98	10	90	13	6
Cc1nc([N+](=O)[O-])c(Br)n1CC(=O)c1ccccc1	-2	87	79	9	77	-3	35*	-5	10
CC(C)(C)c1ccccc1OCCN1CCCC1	-3	98	120	6	95	4	95	-1[fluorescence artefact?]	-8
CC(C)CSc1nc2c(c(=O)[nH]c(=O)n2C)n1CC(O)COc1cccc2ccccc12 (stereo not drawn)	13	91	75	-9	79	-1	32*	56*	-12
O=C(CSc1nc2ccc(S(=O)(=O)N3CCOCC3)cc2[nH]1)N1CCOCC1	-8	103	86	-3	88	8	94	-11	7
COCCN(CC(=O)NCc1ccc(OC)cc1)C(=O)CCC(=O)Nc1nccs1	-19	101	111	2	95	2	97	-3	12
Cc1cccc(NC(=O)Cn2c(=O)n(CCC(=O)NC3CCCC3)c(=O)c3ccccc32)c1	4[fluorescence artefact?]	95	106[fluorescence artefact?]	-4	77	8	63	-5	-1
COc1ccc(/C(O)=C2/C(=O)C(=O)N(CCN(C)C)C2c2ccccn2)cc1OC (stereo not drawn)	-5	100	105	-2	91	5	99	-1	-7
CCOC(=O)c1c(NC(=O)c2nn(CC)cc2Br)sc2c1CCCCC2	-5	86	110	0	89	2	66	-1	-3
CCc1c(C)nc2ncnn2c1N1CCC(C(=O)Nc2cccc(C(C)=O)c2)CC1	4	81	123	-59	84	5	67	-7	9
CCCC(=O)NCCCc1nc2ccccc2n1CC	-2	99	116	0	96	8	95	-5	-4
Cc1ccc(-c2nnn(CC(=O)Nc3cccc4c3CCCC4)n2)o1	2	93	116	-3	85	-1	96	1	-7
CC(CCC(=O)Nc1nncs1)C(=O)O (stereo not drawn)	-1	92	115	-1	107	-11	94	0	3
c1ccc2oc(SCc3cn4ccsc4n3)nc2c1	-3	99	105	8	101	4	90	-4	5
C=CCn1c(N)c(C(=O)NCC2CCCO2)sc1=S (stereo not drawn)	-4	95	121	2	88	5	96	3	-2
Cc1ccc(C)c(C(=O)Cn2ncc(Cl)c(Cl)c2=O)c1	-5	2.1*	82	-7	2.2*	3	0.4*	4	-28
COc1ccccc1CCn1cnc2c3cc(C)ccc3n(C)c2c1=O	4[fluorescence artefact?]	106	111	0	85	7	63	2[fluorescence artefact?]	5
Continued.
SMILES	ERa coact inh	Fibroblast inh	ERa coact pot	sEH activator	HUVEC inhibit	Calb biofilm kill	H69AR inhibit	ERb coact inh	Smad3 FoxH1 inh
Cc1ccc(S(=O)(=O)NC(CC(=O)NC2CCCC2)c2ccco2)cc1 (stereo not drawn)	-30	97	95	-10	95	4	92	-27	7
COc1cccc(C(=O)Oc2cc(-c3ccccc3)no2)c1	-4[fluorescence artefact?]	105	104[fluorescence artefact?]	7	92	7	102	-1[fluorescence artefact?]	10
Cc1[nH]c(=O)[nH]c(=O)c1S(=O)(=O)N1CCCC(C(=O)NCCc2ccc(Cl)cc2)C1 (stereo not drawn)	-5	99	122	-77	100	-1	93	-3	8
COc1ccc(/C=N/NC(=O)CCc2c(C)n[nH]c2C)cc1OC	-2	103	108	-9	78	2	104	2	16
O=C(NC1(C(F)(F)F)NC(=O)N(Cc2ccco2)C1=O)c1cccnc1 (stereo not drawn)	-5	101	97	0	90	4	99	-2	-7
O=C(COc1ncnc2scc(-c3ccc(F)cc3)c12)NCc1ccco1	-1	97	93	0	92	8	74	2	5
CCN(CC)Cc1cc2ccccc2c2c1COC2	1	99	103[fluorescence artefact?]	2	97	5	87	2	-5
COC(=O)/C(=C/Nc1ccc(O)cc1)[N+](=O)[O-]	8	104	88[fluorescence artefact?]	13	90	5	66	46	13
COc1cccc(NC(=O)N2CCCC(C(=O)NCc3ccc(F)cc3)C2)c1 (stereo not drawn)	-16	96	111	2	77	6	64	-22[fluorescence artefact?]	13
Cc1nnc(SCCn2c(N3CCCC(C)C3)nc3c2c(=O)n(C)c(=O)n3C)s1 (stereo not drawn)	1	97	103	5	88	7	92	-8	7[fluorescence artefact?]
O=C(C1CCCN(S(=O)(=O)c2ccccc2)C1)N1CCCCCC1 (stereo not drawn)	.	106	.	.	103	8	100	.	.
COc1cccc(NC(=O)Cn2nc(Cc3cccnc3)c3ccccc3c2=O)c1	-2	91	107	2	101	2	87	-1	6
CCOC(=O)CNC(=O)Cn1cnc2ccc(S(=O)(=O)N3CCC(C)CC3)cc2c1=O	-3	104	124	.	97	4	97	-9[fluorescence artefact?]	5
Cc1ccc(S(=O)(=O)NCCSc2nnc(N)s2)cc1	-2	92	104	6	82	8	93	-4	-5
Cc1cccc(NC(=O)CCn2ccnc2C)c1	-5	106	106	-5	99	3	91	0	-1
COc1ccc(CCN(Cc2cc3cc(C)ccc3[nH]c2=O)C(=O)N2CCCC2)cc1OC	4	85	89	.	84	-1	75	-11	-6
CCOC(=O)Cc1csc(NC(=O)CN2C(=O)c3ccccc3S2(=O)=O)n1	-5[fluorescence artefact?]	109	132	.	112	2	97	-2[fluorescence artefact?]	6
CCCCNC(=O)Nc1c(C(=O)OC)[nH]c2ccc(C)cc12	-6	104	98	-1	98	4	108	-3	6
COCCNC(=O)C(c1ccco1)N(C(=O)Cn1nnc2ccccc21)c1ccccc1C (stereo not drawn)	0	96	116	23	86	6	94	3	7
CCNc1nc2ccccc2[nH]1	-7	95	104[fluorescence artefact?]	-1	100	-2	101	-2	4
COc1cc(C(=O)Oc2ccc3c(c2)OCC3=O)cc(OC)c1OC	8	105	92	-8	99	5	78	11	-1
O=C(CSCCO)Nc1ccccc1	-16	95	100	-7	94	5	90	-17	6
Cc1cc(C(=O)Nc2ccc(S(=O)(=O)Nc3onc(C)c3C)cc2)c(C)o1	0	93	104	-4	87	8	85	5[fluorescence artefact?]	-8
CN(C)CCn1c(=S)[nH]c2ccccc2c1=O	-3	112	95	11	95	7	94	-6	5
O=C(COc1ccc(Cl)cc1)NCc1nnc(SCC(=O)NC2CCCC2)o1	0	94	102	-4	99	8	106	-7	6
(next part)
SMILES	ERa coact inh	Fibroblast inh	ERa coact pot	sEH activator	HUVEC inhibit	Calb biofilm kill	H69AR inhibit	ERb coact inh	Smad3 FoxH1 inh
O=CNC(=O)c1ccccc1C(=O)O	-4[fluorescence artefact?]	101	103	4	105	6	105	-4	2
CC(C)CCNC(=O)CCS(=O)(=O)c1cccc2nonc12	-19	112	106[fluorescence artefact?]	.	103	1	95	-12	-11
O=S(=O)(NCCSc1ccccc1)c1ccc(F)cc1	-6	97	103	-4	90	4	104	-3	-2
Cc1ccc(C)c(NC(=S)NCc2cccn2C)c1	-7	101	99	4	99	5	98	-12	-22
COc1ccc(OCC(=O)NCc2cccnc2)cc1	8	101	91[fluorescence artefact?]	11	99	3	91	8	-8
CN(C)c1oc(-c2ccco2)nc1C#N	4	109	72	3	100	2	105	-4[fluorescence artefact?]	-1
COc1ccc(CCn2c(N3CCN(C)CC3)nc3c2c(=O)[nH]c(=O)n3C)cc1	-5	98	109	-12	92	6	88	-5[fluorescence artefact?]	-4
COc1ccc(C(N)=O)cc1NC(=O)CC(O)(C(F)(F)F)C(F)(F)F	-6	100	106	-4	90	1	82	-10	21[fluorescence artefact?]
C#CCSc1nnc(-c2ccccc2)c(=O)[nH]1	0[fluorescence artefact?]	108	91	-4	107	-1	96	4[fluorescence artefact?]	2
O=S(=O)(Nc1cccc2ccccc12)N1CCCC1	-6	110	115	10	93	-2	86	-10	7
Cc1cc(C(=O)NCc2cc(C(=O)O)oc2C)c(C)o1	-5	105	106	0	95	6	81	5	2
Cc1noc(N)c1C(=O)Nc1ccc(F)c(Cl)c1	-15	101	102[fluorescence artefact?]	-9	91	6	79	-17[fluorescence artefact?]	-3
CCC(C)Nc1nc(-c2ccc3c(c2)NC(=O)CO3)cs1 (stereo not drawn)	5	112	87	0	105	5	80	-3	-1
O=C(c1ccc(Cl)cc1)N1CCC(c2nc(-c3cccs3)no2)CC1	2	98	98	10	84	1	67	-5	-3
O=C(CSc1nnc(-c2ccccc2Cl)o1)N1CCCCC1	-3	98	108	.	96	-9	95	-2	-6
O=C(O)c1ccc(-n2nnnc2Oc2cccc3cccnc23)cc1	-1	101	99	-7	103	-2	105	22	33[fluorescence artefact?]
Cc1cc(C)c(C#N)c(SCc2[nH]nc3c2C(c2ccccc2)C(C#N)=C(N)O3)n1 (stereo not drawn)	12	101	114	-18	82	4	81	5	-1
COc1ccc(CCN(Cc2nc3ccccc3c(=O)[nH]2)C(=O)c2ccco2)cc1OC	-15	106	126	-2	87	6	97	-25[fluorescence artefact?]	8
CCOc1ccccc1N1CCN(C(=O)c2cc(C)oc2C)CC1	11	95	119	.	83	7	72	3	8
CCCCC(C)n1[nH]c(=O)cc1N (stereo not drawn)	-5	97	110	11	97	5	92	-8	12
Cc1nn(C)cc1CNC(=O)c1cccc(Cl)c1	8	102	110	-10	94	5	103	-9	5
CN(CC(=O)Nc1ccccc1N1CCOCC1)S(=O)(=O)c1ccc(Cl)cc1	6	92	112	13	92	-5	80	2	-5
CCOC(=O)c1c(C)c(C(=O)NCc2cccs2)c(C)n1CC	0	100	107	.	95	13	91	5	1[fluorescence artefact?]
Cc1ccc(Sc2nc3c(c(=O)[nH]c(=O)n3C)n2CCc2ccccc2)cc1	14[fluorescence artefact?]	82	100[fluorescence artefact?]	-8	68	14	14*	4[fluorescence artefact?]	4
C(=N\n1cnnc1)/c1cccnc1	4[fluorescence artefact?]	105	105	-1	97	4	96	4[fluorescence artefact?]	11
CCOc1cc(C2NC(=O)NC(C)=C2C(=O)NCc2ccccc2)c(Cl)cc1O (stereo not drawn)	3[fluorescence artefact?]	102	121	4	95	6	101	3[fluorescence artefact?]	3
COC(=O)c1cc(OC)c(OCc2cc(C(=O)OC)oc2C)c(OC)c1	8	89	99	0	80	9	77	4	8[fluorescence artefact?]

An excerpt of these results, as labelled records:
CCOc1cc(C2NC(=O)NC(C)=C2C(=O)NCc2ccccc2)c(Cl)cc1O (stereo not drawn)
  ERa coact inh: 3[fluorescence artefact?]
  Fibroblast inh: 102
  ERa coact pot: 121
  sEH activator: 4
  HUVEC inhibit: 95
  Calb biofilm kill: 6
  H69AR inhibit: 101
  ERb coact inh: 3[fluorescence artefact?]
  Smad3 FoxH1 inh: 3
COC(=O)c1cc(OC)c(OCc2cc(C(=O)OC)oc2C)c(OC)c1
  ERa coact inh: 8
  Fibroblast inh: 89
  ERa coact pot: 99
  sEH activator: 0
  HUVEC inhibit: 80
  Calb biofilm kill: 9
  H69AR inhibit: 77
  ERb coact inh: 4
  Smad3 FoxH1 inh: 8[fluorescence artefact?]
